TEAD-YAP block = TEAD-YAP interaction inhibition; HEK-TIYL cells, TEAD-Gal4/YAP UAS-luciferase luminescence; inhibition, % at 9.12 µM; 640,000 compounds, 1.4% hits; AID 1259422; in the data active = inhibition above about 32%;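 note: 0% = median of test compound wells and 100% = reference inhibitor wells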
GPR151 activ = activates the human receptor GPR151 | Q8TDV0 | PathHunter beta-arrestin GPR151 cells, luminescence | activation, % at 11.2 µM | 650,000 compounds, 1% hits; in the data active = activation above about 4.9%;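 note: 0% = median of compound wells and 100% = cells with positive control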
Target sequence (Q8TDV0 whole entry, looked up): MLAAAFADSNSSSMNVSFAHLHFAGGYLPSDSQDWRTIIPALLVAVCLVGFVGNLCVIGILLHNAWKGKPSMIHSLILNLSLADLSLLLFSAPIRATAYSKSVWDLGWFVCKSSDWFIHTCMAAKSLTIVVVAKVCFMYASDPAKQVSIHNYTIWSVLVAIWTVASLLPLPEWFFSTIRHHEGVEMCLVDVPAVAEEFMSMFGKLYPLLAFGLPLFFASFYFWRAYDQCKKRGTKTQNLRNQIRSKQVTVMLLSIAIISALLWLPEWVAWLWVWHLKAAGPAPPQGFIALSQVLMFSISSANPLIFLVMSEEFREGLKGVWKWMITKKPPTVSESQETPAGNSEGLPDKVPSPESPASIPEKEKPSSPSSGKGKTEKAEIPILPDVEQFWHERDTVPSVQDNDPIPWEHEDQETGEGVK
MITF primary = human MITF inhibition, primary screen | O75030 | AlphaScreen MITF homodimerization, bead proximity signal | inhibition, % at 2.6 µM | 650,000 compounds, 0.91% hits; in the data active = inhibition above about 50%;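 note: 0% = vehicle wells with protein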
Target sequence (O75030 whole entry, looked up): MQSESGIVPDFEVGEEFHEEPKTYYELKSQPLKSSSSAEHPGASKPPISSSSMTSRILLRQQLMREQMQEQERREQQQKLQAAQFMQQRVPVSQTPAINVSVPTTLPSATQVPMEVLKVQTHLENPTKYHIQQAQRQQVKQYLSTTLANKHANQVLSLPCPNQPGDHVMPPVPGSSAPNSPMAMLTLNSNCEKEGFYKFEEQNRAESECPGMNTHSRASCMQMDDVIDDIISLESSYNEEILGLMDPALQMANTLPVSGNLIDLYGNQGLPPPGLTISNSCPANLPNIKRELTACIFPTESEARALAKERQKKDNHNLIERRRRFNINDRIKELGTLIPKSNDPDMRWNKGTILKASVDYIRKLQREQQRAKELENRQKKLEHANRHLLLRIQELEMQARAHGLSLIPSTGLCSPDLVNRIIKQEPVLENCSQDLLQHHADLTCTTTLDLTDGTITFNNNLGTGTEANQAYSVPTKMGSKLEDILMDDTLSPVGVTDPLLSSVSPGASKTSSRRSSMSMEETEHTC
FBW7 act = human FBW7 E3 ligase activation, primary screen | normalized activity (activation), % at 26.1 µM | AlphaScreen FBW7–phospho-cyclin E peptide binding, activator screen | Q969H0 | 650,000 compounds, 0.13% hits | AID 1259310; in the data active = normalized activity above about 1.9%;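 note: purified mutant Fbw7 with reduced substrate affinity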
Active calls of the source: *. An unsorted share of the library, and some 3.5% of all compounds hit somewhere here.

How did O=C1CN(c2ccccc2)C(=O)C1C(=O)N1CCOCC1 (stereo not given) do in these assays?
TEAD-YAP block: 6; GPR151 activ: -0.1; MITF primary: 8; FBW7 act: 0.2

Results for COc1cc(C2C(C#N)=C(N)N(c3cccc(Cl)c3C)C3=C2C(=O)CC(C)(C)C3)cc(OC)c1OC (stereo not given) ?
TEAD-YAP block: 10; GPR151 activ: -0.9; MITF primary: 3; FBW7 act: 0.1

Results for COC(=O)NCC(C)OC(=O)Nc1ccccc1 (stereo not given) ?
TEAD-YAP block: 3; GPR151 activ: -0.2; MITF primary: -1; FBW7 act: 0.3

What do the screens show for `Cc1ccc(CN(CC(=O)N2CCN(C(c3ccccc3)c3ccccc3)CC2)S(=O)(=O)c2ccccc2)cc1`?
TEAD-YAP block: 13; GPR151 activ: -0.2; MITF primary: -8; FBW7 act: -0.1

How did Cc1ccc2c(c1)CN(CCNC(=O)c1n[nH]c3c1CCCC3)CC(C)O2 (stereo not given) do in these assays?
TEAD-YAP block: -11; GPR151 activ: -1.2; MITF primary: 2; FBW7 act: -0.2

What do the screens show for `CCOC(=O)c1c(C)[nH]c(C)c1C(=O)COC(=O)c1sccc1C`?
TEAD-YAP block: 6; GPR151 activ: -0.6; MITF primary: -4; FBW7 act: -0.1

What do the screens show for `CC(=O)NCC(=O)N1CCC(C(Cc2ccccc2F)N(C)Cc2cn(C)nc2C)CC1` (stereo not given)?
TEAD-YAP block: -13; GPR151 activ: -1.0; MITF primary: 1; FBW7 act: -0.1

What do the screens show for `CCOC(=O)/C(C#N)=C1/NC(=O)Nc2ccccc21`?
TEAD-YAP block: 5; GPR151 activ: 1.3; MITF primary: -6; FBW7 act: 0.0

What do the screens show for `O=C(COC(=O)c1ccccc1I)c1ccc(NC(=O)c2ccccc2)cc1`?
TEAD-YAP block: -16; GPR151 activ: 1.1; MITF primary: 10; FBW7 act: 0.0

How did COc1ccc(CCS(=O)(=O)NCC2(c3ccc(OC)cc3)CCOCC2)cc1 do in these assays?
TEAD-YAP block: 0; GPR151 activ: 1.1; MITF primary: 5; FBW7 act: 0.0

How did O=C1CSC(c2cccc([N+](=O)[O-])c2)N1c1cc(Cl)ccc1O (stereo not given) do in these assays?
TEAD-YAP block: 10; GPR151 activ: 1.1; MITF primary: 2; FBW7 act: -0.1

What do the screens show for `Cc1cccc(NC(=O)c2ccc(Br)c(S(=O)(=O)N3CCOCC3)c2)c1`?
TEAD-YAP block: 6; GPR151 activ: -0.2; MITF primary: 6; FBW7 act: 0.2

What do the screens show for `Cc1cnc(Nc2ccnn2C)nc1NCCN(C(C)C)C(C)C`?
TEAD-YAP block: -10; GPR151 activ: 0.3; MITF primary: -4; FBW7 act: -0.1

What do the screens show for `COc1ccc(C(=O)N2CCN(C3CCCCC3)CC2)cc1OC`?
TEAD-YAP block: 1; GPR151 activ: -1.1; MITF primary: 38; FBW7 act: -0.1

Results for COc1cccc(COC(=O)COc2ccc(C#N)cc2)c1 ?
TEAD-YAP block: -3; GPR151 activ: 0.7; MITF primary: 0; FBW7 act: 0.2

What do the screens show for `CCOCCCNC(=O)Cn1ncc2cccn2c1=O`?
TEAD-YAP block: -7; GPR151 activ: 3.0; MITF primary: -4; FBW7 act: -0.2

How did CCOC(=O)C1=C(c2ccccc2)N=c2s/c(=C\c3ccccc3O)c(=O)n2C1c1c(OC)ccc2ccccc12 (stereo not given) do in these assays?
TEAD-YAP block: 0; GPR151 activ: 0.3; MITF primary: 12; FBW7 act: 0.5

Results for O=C(NC1CCCCC1)C(c1cccs1)N(CC1CCCO1)C(=O)c1csnn1 (stereo not given) ?
TEAD-YAP block: -2; GPR151 activ: -0.4; MITF primary: -4; FBW7 act: -0.1

Results for Cc1cc(C)c(S(=O)(=O)Nc2ccc(F)cc2)cc1C ?
TEAD-YAP block: -1; GPR151 activ: 0.0; MITF primary: 10; FBW7 act: 0.3

Results for O=C(Cc1c[nH]c2ccccc12)Nc1nccs1 ?
TEAD-YAP block: -10; GPR151 activ: -0.2; MITF primary: 13; FBW7 act: 0.1

What do the screens show for `Cc1ccc(-c2nc3ccccc3c(=O)n2NC(=O)c2ccccc2C)cc1C`?
TEAD-YAP block: 6; GPR151 activ: 0.2; MITF primary: -5; FBW7 act: 0.0

How did COc1ccccc1N1CC(C(=O)OCC(=O)/C(C#N)=C(\C)N)CC1=O (stereo not given) do in these assays?
TEAD-YAP block: 6; GPR151 activ: 1.5; MITF primary: 8; FBW7 act: 0.1

Results for Cc1cc2[nH]c(=O)c(=O)[nH]c2cc1S(=O)(=O)NCc1cccs1 ?
TEAD-YAP block: -1; GPR151 activ: -1.2; MITF primary: 13; FBW7 act: 0.5

Results for COC(=O)C1=C(C)N(C(C)C)C(=O)/C1=C\c1cc(C)n(-c2ccccc2)c1C ?
TEAD-YAP block: 6; GPR151 activ: -0.1; MITF primary: 0; FBW7 act: -0.2

Results for COc1cccc(COC(=O)c2ccc(O)cc2)c1 ?
TEAD-YAP block: 20; GPR151 activ: -1.4; MITF primary: -5; FBW7 act: -0.1

How did COc1ccc(NC(=O)c2ccccc2NC(=O)Nc2ccccc2C)cc1 do in these assays?
TEAD-YAP block: -38; GPR151 activ: -1.2; MITF primary: 10; FBW7 act: 0.2

What do the screens show for `Cc1ccc2c(Cl)cc(Cl)c(OCC(=O)OCC(N)=O)c2n1`?
TEAD-YAP block: 5; GPR151 activ: -1.3; MITF primary: -3; FBW7 act: -0.2

Results for COc1ccc(NC(=O)COC(=O)C2CC(=O)N(c3ccc(C)cc3)C2)cc1 (stereo not given) ?
TEAD-YAP block: 2; GPR151 activ: -0.4; MITF primary: -3; FBW7 act: -0.1

How did COc1ccc(/C=C(/C#N)C(=O)Nc2ccccc2)cc1 do in these assays?
TEAD-YAP block: -49; GPR151 activ: 1.4; MITF primary: 11; FBW7 act: 0.2

What do the screens show for `O=C(Nc1cnc2ccccc2c1)c1ccc(Br)o1`?
TEAD-YAP block: -60; GPR151 activ: 0.2; MITF primary: 2; FBW7 act: -0.1

How did COc1ccc(CNC(=O)/C=C/c2c(F)cccc2Cl)cc1 do in these assays?
TEAD-YAP block: -12; GPR151 activ: -0.4; MITF primary: 8; FBW7 act: 0.0

Results for Cc1cccc(NC(=O)/C(=C/c2cccc([N+](=O)[O-])c2)NC(=O)c2cccs2)c1 ?
TEAD-YAP block: -1; GPR151 activ: -1.0; MITF primary: -2; FBW7 act: -0.1

What do the screens show for `CCc1ccc(CNC(=O)CC2C(=O)NCCN2Cc2ccccc2F)nc1` (stereo not given)?
TEAD-YAP block: -1; GPR151 activ: 1.3; MITF primary: -12; FBW7 act: -0.1

How did CCCCc1nc(NCCC(C)C)c(C#N)c2c1CCCC2 do in these assays?
TEAD-YAP block: -1; GPR151 activ: -0.7; MITF primary: 13; FBW7 act: 0.2

How did O=C(CSc1nc2ccccc2c(=O)n1CCCN1CCCCC1)NCCc1ccccc1 do in these assays?
TEAD-YAP block: 2; GPR151 activ: 0.2; MITF primary: 1; FBW7 act: -0.1

Results for O=C(O)CN1C(=O)/C(=C/c2c(F)cccc2Cl)SC1=S ?
TEAD-YAP block: 6; GPR151 activ: 0.8; MITF primary: 13; FBW7 act: -0.1

Results for COc1cc(NS(=O)(=O)c2ccc(NC(=O)c3ccc(Cl)cc3Cl)cc2)nc(OC)n1 ?
TEAD-YAP block: 3; GPR151 activ: -0.7; MITF primary: -1; FBW7 act: -0.1

What do the screens show for `CCN(CC)c1ccc2cc(-c3nnc(-c4cccc([N+](=O)[O-])c4)o3)c(=O)oc2c1`?
TEAD-YAP block: -3; GPR151 activ: -1.2; MITF primary: 5; FBW7 act: 0.7

What do the screens show for `Cc1cc(C)c(S(=O)(=O)N2CCN(C)CC2)cc1C`?
TEAD-YAP block: 11; GPR151 activ: -0.1; MITF primary: 5; FBW7 act: -0.1

What do the screens show for `c1ccc2c(c1)NC(c1ccncc1)n1c-2nc2ccccc21` (stereo not given)?
TEAD-YAP block: -21; GPR151 activ: -4.7; MITF primary: -1; FBW7 act: 0.1

How did Cc1ccc(C)c(NC(=O)CSc2nc3c([nH]c4ccccc43)c(=O)n2C)c1 do in these assays?
TEAD-YAP block: 19; GPR151 activ: 1.1; MITF primary: 0; FBW7 act: 0.2

What do the screens show for `Cc1ccc(/C=C2\N=C(c3ccc(C)cc3)OC2=O)cc1`?
TEAD-YAP block: 10; GPR151 activ: 1.4; MITF primary: 8; FBW7 act: -0.1

What do the screens show for `Cc1ccc(C)c2sc(N(Cc3ccncc3)C(=O)c3ccco3)nc12`?
TEAD-YAP block: 0; GPR151 activ: 0.0; MITF primary: -2; FBW7 act: 0.0

Results for CC/C(=N/NC(=O)c1ccc(O)cc1)c1ccccc1 ?
TEAD-YAP block: -4; GPR151 activ: -0.5; MITF primary: 1; FBW7 act: 0.0

Results for O=C(COC(=O)c1cc([N+](=O)[O-])ccc1Cl)Nc1ccc2[nH]c(=O)[nH]c2c1 ?
TEAD-YAP block: -16; GPR151 activ: -0.6; MITF primary: 4; FBW7 act: -0.2

What do the screens show for `COC(=O)C1=NNC2C(=O)N(c3cccc(OC)c3)C(=O)C12` (stereo not given)?
TEAD-YAP block: 5; GPR151 activ: 0.6; MITF primary: 20; FBW7 act: 0.1

What do the screens show for `CCc1nc(NC(=O)NS(=O)(=O)c2ccccc2C(=O)OC)nc(OC)n1`?
TEAD-YAP block: 5; GPR151 activ: 0.1; MITF primary: 7; FBW7 act: 0.6

How did Cc1nc2c(=O)sc3ccccc3c2n1C do in these assays?
TEAD-YAP block: -4; GPR151 activ: -1.8; MITF primary: 3; FBW7 act: 0.1

What do the screens show for `Cc1cccc(-c2nc(Nc3ccc(F)cc3F)c3ccccc3n2)c1`?
TEAD-YAP block: -3; GPR151 activ: 0.9; MITF primary: -12; FBW7 act: 0.0

What do the screens show for `CCOc1ccc(-n2nc(C(=O)N3CCC(C(N)=O)(N4CCCCC4)CC3)c3ccccc3c2=O)cc1`?
TEAD-YAP block: 8; GPR151 activ: -1.4; MITF primary: -10; FBW7 act: 0.0

Results for COc1ccc(OC)c(C2CC(=O)NC(N)=N2)c1 (stereo not given) ?
TEAD-YAP block: 0; GPR151 activ: 0.4; MITF primary: 1; FBW7 act: -0.1

Results for CC1CN(c2ccccc2Br)NC1=O (stereo not given) ?
TEAD-YAP block: -5; GPR151 activ: 0.0; MITF primary: 1; FBW7 act: -0.3

Results for CCc1ccc(-c2nc(CN3CCC(C(=O)NCCCOC(C)C)CC3)c(C)o2)cc1 ?
TEAD-YAP block: -9; GPR151 activ: -0.1; MITF primary: -6; FBW7 act: -0.1

What do the screens show for `Cc1ccc(S(=O)(=O)Nc2ccccc2C(=O)Nc2ccc3c(c2)OCO3)cc1`?
TEAD-YAP block: -5; GPR151 activ: 1.1; MITF primary: -8; FBW7 act: 0.2

Results for COC(=O)c1ccccc1NC(=O)C1OC2OC(C)(C)OC2C2OC(C)(C)OC12 (stereo not given) ?
TEAD-YAP block: -4; GPR151 activ: -1.0; MITF primary: 12; FBW7 act: -0.1

How did CCCCOC(=O)C1C2C=CC3(CN(C4CCCCC4)C(=O)C13)O2 (stereo not given) do in these assays?
TEAD-YAP block: 2; GPR151 activ: 5.8*; MITF primary: 11; FBW7 act: 0.0

Results for O=C(COc1ccccc1)Nc1ccccc1-c1ccccc1 ?
TEAD-YAP block: 8; GPR151 activ: -1.7; MITF primary: 14; FBW7 act: 0.1

What do the screens show for `O=S(=O)(CCc1nc2ccccc2[nH]1)c1ccc2ccccc2c1`?
TEAD-YAP block: -4; GPR151 activ: 0.1; MITF primary: 18; FBW7 act: 0.2

Results for CCCCCNC(=O)CSc1ccc(C(=O)Nc2ccccc2C(F)(F)F)cc1[N+](=O)[O-] ?
TEAD-YAP block: 7; GPR151 activ: 1.7; MITF primary: 20; FBW7 act: 0.8

What do the screens show for `O=C(Cc1cccs1)NCCOc1ccc2nnc(-c3ccc(F)cc3)n2n1`?
TEAD-YAP block: -5; GPR151 activ: 1.0; MITF primary: -3; FBW7 act: -0.1

A portion from further up, for reference:
Results for CCc1ccc(-c2nc(CN3CCC(C(=O)NCCCOC(C)C)CC3)c(C)o2)cc1 ?
TEAD-YAP block: -9; GPR151 activ: -0.1; MITF primary: -6; FBW7 act: -0.1

What do the screens show for `Cc1ccc(S(=O)(=O)Nc2ccccc2C(=O)Nc2ccc3c(c2)OCO3)cc1`?
TEAD-YAP block: -5; GPR151 activ: 1.1; MITF primary: -8; FBW7 act: 0.2

Results for COC(=O)c1ccccc1NC(=O)C1OC2OC(C)(C)OC2C2OC(C)(C)OC12 (stereo not given) ?
TEAD-YAP block: -4; GPR151 activ: -1.0; MITF primary: 12; FBW7 act: -0.1

How did CCCCOC(=O)C1C2C=CC3(CN(C4CCCCC4)C(=O)C13)O2 (stereo not given) do in these assays?
TEAD-YAP block: 2; GPR151 activ: 5.8*; MITF primary: 11; FBW7 act: 0.0

Results for O=C(COc1ccccc1)Nc1ccccc1-c1ccccc1 ?
TEAD-YAP block: 8; GPR151 activ: -1.7; MITF primary: 14; FBW7 act: 0.1

What do the screens show for `O=S(=O)(CCc1nc2ccccc2[nH]1)c1ccc2ccccc2c1`?
TEAD-YAP block: -4; GPR151 activ: 0.1; MITF primary: 18; FBW7 act: 0.2

Results for CCCCCNC(=O)CSc1ccc(C(=O)Nc2ccccc2C(F)(F)F)cc1[N+](=O)[O-] ?
TEAD-YAP block: 7; GPR151 activ: 1.7; MITF primary: 20; FBW7 act: 0.8

What do the screens show for `O=C(Cc1cccs1)NCCOc1ccc2nnc(-c3ccc(F)cc3)n2n1`?
TEAD-YAP block: -5; GPR151 activ: 1.0; MITF primary: -3; FBW7 act: -0.1
